N370S GC: N370S glucocerebrosidase modulation, Gaucher chaperone candidate; P04062; AID 2101; N370S GC spleen homogenate, 4MU-glucoside fluorescence; actives 0.092% (n = 330,000); Potency, µM (doses to about 59.4 µM), for the others: top-dose activity change, negative = inhibition, usual class: inhibitors;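 also: 0% = full enzyme activity and -100% = no enzyme basal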
TDP1 inh: inhibitors of human tyrosyl-DNA phosphodiesterase TDP1; recombinant TDP1, AlphaScreen DNA substrate cleavage; Q9NUW8; AID 485290; actives 0.28% (n = 350,000); Potency, µM (top dose mostly 130 µM), without a hit: at the highest dose activity change, negative = inhibition, actives largely listed as inhibitors; also: nearly all actives have a fitted effect of over 40% in size
Target sequence (Q9NUW8 whole entry, looked up): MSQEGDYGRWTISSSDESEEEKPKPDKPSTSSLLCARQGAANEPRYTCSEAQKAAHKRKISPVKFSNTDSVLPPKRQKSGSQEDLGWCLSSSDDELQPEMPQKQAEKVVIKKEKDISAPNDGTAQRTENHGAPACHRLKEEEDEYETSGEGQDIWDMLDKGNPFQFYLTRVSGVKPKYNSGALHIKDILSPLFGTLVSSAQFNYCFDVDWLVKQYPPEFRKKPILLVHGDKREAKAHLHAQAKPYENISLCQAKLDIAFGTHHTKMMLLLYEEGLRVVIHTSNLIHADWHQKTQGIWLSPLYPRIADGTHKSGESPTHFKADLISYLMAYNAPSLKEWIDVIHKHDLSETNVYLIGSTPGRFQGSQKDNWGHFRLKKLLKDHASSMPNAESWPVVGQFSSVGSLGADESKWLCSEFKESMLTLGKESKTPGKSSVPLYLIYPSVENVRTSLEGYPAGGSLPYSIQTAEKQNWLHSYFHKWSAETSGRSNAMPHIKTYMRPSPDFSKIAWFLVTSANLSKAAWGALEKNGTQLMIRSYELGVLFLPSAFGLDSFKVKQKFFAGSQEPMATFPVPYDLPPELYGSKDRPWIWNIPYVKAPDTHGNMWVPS
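Compounds were preincubated with Tdp1 (1 nM final) for 15 min at room temperature before substrate (15 nM final) started a 5 min reaction; beads (10 ug/ml final) were then added for 10 min before AlphaScreen detection.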
FEN1 inh: blocks human flap endonuclease 1; P39748; Recombinant FEN1 flap cleavage, fluorescence, 15 min; Potency, µM (doses to about 114 µM), for the others: top-dose activity change, negative = inhibition, hits mostly inhibitors; actives 0.35% (n = 390,000); AID 588795; also: nearly all actives have a fitted effect of over 65% in size
Target sequence (P39748 whole entry, looked up): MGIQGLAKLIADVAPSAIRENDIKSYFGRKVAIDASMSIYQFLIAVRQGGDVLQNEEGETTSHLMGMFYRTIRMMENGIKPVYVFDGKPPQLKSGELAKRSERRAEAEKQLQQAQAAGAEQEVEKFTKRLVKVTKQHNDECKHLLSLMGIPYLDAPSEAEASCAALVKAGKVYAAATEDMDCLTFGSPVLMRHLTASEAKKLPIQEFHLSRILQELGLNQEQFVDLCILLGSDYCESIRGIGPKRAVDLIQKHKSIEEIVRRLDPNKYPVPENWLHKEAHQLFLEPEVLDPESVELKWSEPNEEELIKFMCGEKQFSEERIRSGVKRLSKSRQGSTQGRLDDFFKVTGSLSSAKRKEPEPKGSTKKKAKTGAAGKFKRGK
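Recombinant FEN1 (10 nM) was preincubated with pin-transferred compounds for 15 min at room temperature, then flap DNA substrate (50 nM final) was added. Plates were read at 0 and 15 min, and normalized concentration–response data were fitted to a four-parameter Hill equation.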
Numbers without * were called inactive; ? = inconclusive; · = not tested or not shown; [ ] = another dose, or the depositor's remark. Calls follow the shape of the dose curve; as a rule, active = well fitted curve in the direction sought with a large enough effect; inconclusive = small, poorly fitted or top-dose-only effect, or another doubt; inactive = no such curve, though single readings can be large; an effect the other way counts as inactive or inconclusive. Unless noted, % is scaled to controls: 0 for no effect and ±100 for the full control effect; potency is read from the fitted curve at half-maximal effect. Not a hit list. About 0.53% of those tested had a hit in this group.

SMILES	N370S GC	TDP1 inh	FEN1 inh
COc1ccc(N(CC(=O)NCc2ccco2)C(=O)CCC(=O)Nc2nccs2)cc1	-7%	4%	-7%
CSCCNC(=O)c1cccc(Cl)c1	3%	3%	0%
CC1CCCC(C)N1/N=C/c1cccc([N+](=O)[O-])c1 (stereo not drawn)	-13%	·	1%
CC(NC1CCN(Cc2ccccc2)CC1)c1ccc(F)cc1 (stereo not drawn)	-6%	·	3%
C=CCN1C(=O)CN=C1Nc1cc(C)cc(C)c1	10%[2.35 µM]	5%	1%
CN(C)CC(C)(C)CNS(=O)(=O)c1ccc(OC(F)(F)F)cc1	-2%	2%	-2%
O=C(COC(=O)c1ccc(O)cc1)Nc1ccc(N2CCCCC2)cc1	-4%	9%	-2%
Cc1cccc(C)c1NCC(=O)N1CCN(Cc2ccccc2)CC1	-3%	·	14%
Cc1cc(O)c(C(=O)/C=C/c2ccc(C(C)C)cc2)c(=O)o1	-1%	·	-14%
O=C(Cc1ccccc1F)Nc1cc(S(=O)(=O)N2CCOCC2)ccc1N1CCCC1	·	0%	13%
Cc1cnc(C(=O)OCC(=O)c2ccc(Cl)cc2)cn1	-3%	0%	-7%
CN(C(=O)c1ccc(NC(=O)C2CCN(C(=O)OC(C)(C)C)CC2)cc1)C1CC1	·	5%	6%
CC(C)(C)c1ccc(S(=O)(=O)N2CCN(CC(O)CN3CCOCC3)CC2)cc1 (stereo not drawn)	·	-1%	1%
CCn1cc(S(=O)(=O)Nc2ncccn2)cn1	2%	2%	-11%
CC(C)/C=N/NC(=O)c1cc(Br)ccc1O	-9%	8%	-2%
O=C(CN(C1CCCCC1)S(=O)(=O)c1ccc(F)cc1)NCc1ccncc1	-1%	2%	0%
O=C(Nc1cc2c3c(c1)CC(=O)N3CCC2)c1ccc(F)cc1	2%	0%	2%
Cc1ccc(NC2=C(Cl)C(=O)N(C3CCCCC3)C2=O)cc1	-3%	5%	-5%
COc1ccc(Cl)cc1S(=O)(=O)N1CCC(C(=O)NCc2ccco2)CC1	-21%	5%	-4%
CCCCCN(C(=O)CCC(=O)OCC(=O)c1ccc(F)c(F)c1)c1c(N)n(CCCC)c(=O)[nH]c1=O	-3%	6%	1%

The last 2 records of the part above lead into the next.
SMILES	N370S GC	TDP1 inh	FEN1 inh
COc1ccc(Cl)cc1S(=O)(=O)N1CCC(C(=O)NCc2ccco2)CC1	-21%	5%	-4%
CCCCCN(C(=O)CCC(=O)OCC(=O)c1ccc(F)c(F)c1)c1c(N)n(CCCC)c(=O)[nH]c1=O	-3%	6%	1%
CCOC(=O)N1CCc2c(sc3c2C(=O)NC(c2ccccc2)N3)C1 (stereo not drawn)	12%	0%	3%
COc1cc(C(=O)Nc2ccc(S(=O)(=O)Nc3nccc(C)n3)cc2)c([N+](=O)[O-])cc1OC	0%	3%	1%
CCc1ccc2ncc(S(=O)(=O)c3ccc(C)c(C)c3)c(N3CCCC3)c2c1	6%	-2%	0%
CSc1ccc(CCNC(=O)C2CCN(c3nc4ccccc4nc3C(F)(F)F)CC2)cc1	·	-3%	-1%
Cn1cnc(S(=O)(=O)Nc2cc(-c3ccc(Cl)cc3)nn2C)c1	3%	3%	-2%
COc1ccccc1C(=O)NC1(C(F)(F)F)C(=O)NC(C)=C1C#N (stereo not drawn)	·	4%	-9%
CNS(=O)(=O)c1ccc(NC(=O)c2cncc(Br)c2)cc1	-3%	8%	-10%
Cc1nn(CC(=O)Nc2ccc(C(=O)N(C)C)cc2)c(=O)c2ccccc12	1%	7%	-1%
COc1ccc(CN2CC(C(=O)NCCc3ccc(C)cc3)CC2=O)cc1 (stereo not drawn)	0%	-5%	8%
O=C(OCc1ccc(C(=O)c2ccccc2)cc1)c1cccc(-c2nnc(-c3ccccc3)o2)c1	4%	-2%	-5%
O=C(NC(=S)NCc1ccco1)c1ccc(Br)cc1	-2%	4%[56.1 µM]	-14%
Cc1cc(C)c(NC(=O)/C(=C/c2ccccc2)c2ccccc2)c(C)c1	6%	-14%	-23%
O=C(Nc1nnc(-c2ccccc2)s1)c1ccc(F)cc1	-1%	1%	-12%
CCOc1ccccc1C(=O)NCc1ccc2c(c1)OCO2	8%	-2%	-3%
CCOc1ccc(S(=O)(=O)N(CC(=O)NCc2cccnc2)c2ccc(C)cc2)cc1	-5%	-3%	7%
CCc1c(C)nc2ncnn2c1Nc1ccc(C)c(C)c1	-2%	-2%	5%
COc1cc(SC)ccc1C(=O)N(Cc1ccccc1)c1ccccc1	12%	1%	-1%
CCOC(=O)c1nc(C)c(C(C)=O)s1	5%	1%	21%
CCCNC(=O)c1ccccc1SCc1c(C)noc1C	3%	3%	3%
Cc1cc(-c2csc(NC(=O)c3ccc(=O)[nH]c3)n2)c(C)n1Cc1ccco1	-11%	2.2µM*	0%

Not a retest: an excerpt of the list.
SMILES	N370S GC	TDP1 inh	FEN1 inh
CC(C)(C)c1ccc(S(=O)(=O)N2CCN(CC(O)CN3CCOCC3)CC2)cc1 (stereo not drawn)	·	-1%	1%
CCn1cc(S(=O)(=O)Nc2ncccn2)cn1	2%	2%	-11%
CC(C)/C=N/NC(=O)c1cc(Br)ccc1O	-9%	8%	-2%
O=C(CN(C1CCCCC1)S(=O)(=O)c1ccc(F)cc1)NCc1ccncc1	-1%	2%	0%
O=C(Nc1cc2c3c(c1)CC(=O)N3CCC2)c1ccc(F)cc1	2%	0%	2%
Cc1ccc(NC2=C(Cl)C(=O)N(C3CCCCC3)C2=O)cc1	-3%	5%	-5%
COc1ccc(Cl)cc1S(=O)(=O)N1CCC(C(=O)NCc2ccco2)CC1	-21%	5%	-4%
CCCCCN(C(=O)CCC(=O)OCC(=O)c1ccc(F)c(F)c1)c1c(N)n(CCCC)c(=O)[nH]c1=O	-3%	6%	1%
CCOC(=O)N1CCc2c(sc3c2C(=O)NC(c2ccccc2)N3)C1 (stereo not drawn)	12%	0%	3%
COc1cc(C(=O)Nc2ccc(S(=O)(=O)Nc3nccc(C)n3)cc2)c([N+](=O)[O-])cc1OC	0%	3%	1%
CCc1ccc2ncc(S(=O)(=O)c3ccc(C)c(C)c3)c(N3CCCC3)c2c1	6%	-2%	0%
CSc1ccc(CCNC(=O)C2CCN(c3nc4ccccc4nc3C(F)(F)F)CC2)cc1	·	-3%	-1%
Cn1cnc(S(=O)(=O)Nc2cc(-c3ccc(Cl)cc3)nn2C)c1	3%	3%	-2%
COc1ccccc1C(=O)NC1(C(F)(F)F)C(=O)NC(C)=C1C#N (stereo not drawn)	·	4%	-9%
CNS(=O)(=O)c1ccc(NC(=O)c2cncc(Br)c2)cc1	-3%	8%	-10%
Cc1nn(CC(=O)Nc2ccc(C(=O)N(C)C)cc2)c(=O)c2ccccc12	1%	7%	-1%
COc1ccc(CN2CC(C(=O)NCCc3ccc(C)cc3)CC2=O)cc1 (stereo not drawn)	0%	-5%	8%
O=C(OCc1ccc(C(=O)c2ccccc2)cc1)c1cccc(-c2nnc(-c3ccccc3)o2)c1	4%	-2%	-5%
O=C(NC(=S)NCc1ccco1)c1ccc(Br)cc1	-2%	4%[56.1 µM]	-14%
Cc1cc(C)c(NC(=O)/C(=C/c2ccccc2)c2ccccc2)c(C)c1	6%	-14%	-23%
O=C(Nc1nnc(-c2ccccc2)s1)c1ccc(F)cc1	-1%	1%	-12%
CCOc1ccccc1C(=O)NCc1ccc2c(c1)OCO2	8%	-2%	-3%
CCOc1ccc(S(=O)(=O)N(CC(=O)NCc2cccnc2)c2ccc(C)cc2)cc1	-5%	-3%	7%
CCc1c(C)nc2ncnn2c1Nc1ccc(C)c(C)c1	-2%	-2%	5%
COc1cc(SC)ccc1C(=O)N(Cc1ccccc1)c1ccccc1	12%	1%	-1%

(listing goes on)
SMILES	N370S GC	TDP1 inh	FEN1 inh
OC(CN1CCOCC1)(c1ccccc1)c1ccccn1 (stereo not drawn)	-9%	·	-6%
O=S(=O)(NC1CCCCCCC1)c1cccs1	-4%	1%	-9%
O=C(NCc1ccco1)C1OCCc2ccccc21 (stereo not drawn)	-14%	5%	-5%
COC(=O)[C@]1(Cc2ccccc2)N[C@H](c2ccc(-c3ccc(F)cc3)cc2)[C@@H]2C(=O)N(C)C(=O)[C@@H]21	-1%	0%	-13%
COc1ccc([C@H]2CC(=O)C=C(c3cccc(C(C)C)c3)C2)cc1OC	·	0%	-9%
O=C(Nc1cccnc1)c1ccc2c(c1)C(=O)N(CC1CCCO1)C2=O (stereo not drawn)	3%	5%	17%
COc1cc2[nH]c(=O)n(CCCC(=O)N(C)Cc3ccccc3)c(=O)c2cc1OC	·	6%	-17%
CC(Sc1nnc2c(n1)[nH]c1ccccc12)C(=O)NC1CCCCC1 (stereo not drawn)	6%	·	-14%
CC1CCCCC1NS(=O)(=O)c1ccc(S(=O)(=O)NCc2ccncc2)cc1 (stereo not drawn)	0%	5%	-1%
Cc1ccc(-n2nc3c(c2NC(=O)c2ccc(Br)o2)CSC3)c(C)c1	2%	-3%	0%
COc1ccccc1-c1cc(N)n(S(=O)(=O)c2ccc(F)c(C)c2)n1	-3%	0%	4%
CCOC(=O)/C(C#N)=C1\Nc2ccccc2N=C1N(CC(C)C)CC(C)C	?	-2%	3%
Cc1ccc2c(CC(=O)O)coc2c1C	4%	-2%	4%
Cc1cc(C)c2c(NC(N)=S)n[nH]c2n1	7%	3%	-1%
CCn1cc(S(=O)(=O)NCCc2ccc(OC)c(OC)c2)cn1	-1%	2%	-7%
Cc1noc(C)c1C(=O)NNc1ccc(C(C)C)cc1	9%	3%	3%
O=C1COc2cc(S(=O)(=O)CCC(=O)N3CCN(c4ccccc4)CC3)c(Cl)cc2N1	·	3%	24%
O=C(CCN1C(=O)[C@H]2CC=CC[C@H]2C1=O)NCc1nc(-c2ccc(Cl)cc2)no1	-1%	0%	-1%
Cc1[nH]n(-c2ccccc2)c(=O)c1N=Nc1ccc(C(N)=O)cc1	-2%	·	9%
COc1ccc(NS(=O)(=O)c2ccc3oc(SC)nc3c2)cc1	-2%	·	6%
Cc1cccc(N(C(=O)CS(=O)CC(=O)Nc2ccc3c(c2)OCO3)C(C)C(=O)NC2CCCC2)c1C (stereo not drawn)	-9%	2%	-5%
CC1CCc2nn(CC(=O)Nc3ccc(F)cc3F)cc2C1 (stereo not drawn)	8%	8%	-3%
O=C(CSc1nnc2ccc3ccccc3n12)c1ccc(F)cc1	-3%	·	-23%
C=CCNC(=S)N/N=C/c1ccc(-c2ccc(OC)cc2)o1	11%	7%	-14%
O=C(c1ccccc1)c1ccccc1NC(=O)c1ccccc1C(=O)O	·	8%	4%
COc1cc(CNn2nnnc2N)ccc1OCC(=O)NC(C)(C)C	3%	1%	-10%
Cc1ccc(OCC(=O)N/N=C\c2cn(Cc3ccccc3)c3ccccc23)cc1C	-13%	3%	3%
CC(C)CCNC(=O)CNC(=O)c1cccs1	3%	1%	-3%
CCOC(=O)C(C)Oc1ccc(C2NC(=O)NC(C)=C2C(=O)Nc2ccccc2C)cc1 (stereo not drawn)	2%	11%	-3%
COc1cccc(NC(=O)Cn2c(=O)n(CCCCC(=O)NCCc3ccccc3)c(=O)c3ccccc32)c1	·	2%	-11%
OCCN=C(c1ccccc1)C12CN3CN(CN(C3)C1)C2	1%	-1%	0%
CCCc1cnc2c(c1SCC(=O)Nc1ccccc1OCC)c(=O)n(C)c(=O)n2C	·	3%	0%
COc1cccc(C2=N/C(=C\N(C)C)C(=O)O2)c1	7%	8%	-17%
CSCCC(NC(=O)c1ccoc1C)C(=O)O (stereo not drawn)	7%	-1%	0%
Cn1ncc(Cl)c(Oc2ccc(C(C)(C)C)cc2)c1=O	2%	0%	-9%
Cc1cccc(Cn2cnc3c(nnn3Cc3ccc(Cl)cc3)c2=O)c1	6%	-2%	-5%
COc1ccc(NC(=O)CSc2nnc(NC(=O)Nc3ccc(OC)cc3)s2)cc1	·	-8%	16%
Cc1nc2ncnn2c(C)c1CCC(=O)Nc1csc(N)n1	-5%	5%	7%
O=C(Cn1nnc(-c2ccccc2)n1)Nc1cccc(S(=O)(=O)N2CCOCC2)c1	-22%	1%	-16%
